LYPLA2 inh = LYPLA2 inhibitors, primary screen, counter-screen for PME1 inhibitor project, biochemical, fluorescence polarization, FP-Rh probe ABPP; AID 2177, 2009; Acyl-protein thioesterase 2 (Homo sapiens), O95372; inhibition, % at 5.9 µM; hit rate 0.38% among 320,000; recombinant LYPLA2;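 active = inhibition above the screen-wide mean plus 3 SD, limit set per campaign, cut at about 26% in these data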;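 also: 0% = LYPLA2 with DMSO and 100% = wells lacking LYPLA2 enzyme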
Target sequence (O95372 whole entry, looked up): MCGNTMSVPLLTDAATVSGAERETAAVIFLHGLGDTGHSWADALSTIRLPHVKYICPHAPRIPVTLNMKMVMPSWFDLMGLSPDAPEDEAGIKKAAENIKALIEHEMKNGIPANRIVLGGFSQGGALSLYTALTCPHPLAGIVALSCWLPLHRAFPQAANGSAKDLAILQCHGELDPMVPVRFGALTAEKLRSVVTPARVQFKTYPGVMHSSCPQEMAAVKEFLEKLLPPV
PME-1 primary = PME-1 inhibitors via competitive probe labeling, primary screen, biochemical, fluorescence polarization, FP-Rh probe, HTS; Protein phosphatase methylesterase 1 (Homo sapiens), Q9Y570; recombinant PME-1; inhibition, % at 5.9 µM; hit rate 0.53% among 320,000; AID 2130, 2009;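 active = inhibition above the campaign mean of all compounds plus 3 SD, cut at about 26% in these data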;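 also: competitive labeling of PME-1 active site by serine hydrolase directed probe; 0% = PME-1 with DMSO and 100% = wells lacking PME-1 enzyme; inhibitors block probe labeling so polarization falls and inhibition rises; many of its hits are not listed in these tables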
PAFAH1B2 FP inh = PAFAH1B2 enzyme inhibitors, primary screen, biochemical, fluorescence polarization, human | recombinant PAFAH1B2, FP-rhodamine activity probe | hit rate 1.2% among 340,000 | Platelet-activating factor acetylhydrolase IB subunit alpha2 (Homo sapiens), P68402 | inhibition, % at 3.39 µM;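 active = inhibition above the mean of all tested compounds plus 3 SD, cut at about 24% in these data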;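 also: 0% = enzyme with DMSO and 100% = wells lacking PAFAH1B2; many of its hits are not listed in these tables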
PREPL inhibitor = PREPL enzyme inhibitors, primary screen, biochemical, fluorescence polarization | recombinant PREPL, fluorescence polarization activity-based probe | inhibition, % at 5.96 µM | hit rate 0.68% among 320,000 | AID 2751, 2010; in the data active = inhibition above about 43%;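 also: 0% = enzyme with DMSO and 100% = wells lacking enzyme; many of its hits are not listed in these tables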
Target sequence (Q4J6C6 whole entry, looked up): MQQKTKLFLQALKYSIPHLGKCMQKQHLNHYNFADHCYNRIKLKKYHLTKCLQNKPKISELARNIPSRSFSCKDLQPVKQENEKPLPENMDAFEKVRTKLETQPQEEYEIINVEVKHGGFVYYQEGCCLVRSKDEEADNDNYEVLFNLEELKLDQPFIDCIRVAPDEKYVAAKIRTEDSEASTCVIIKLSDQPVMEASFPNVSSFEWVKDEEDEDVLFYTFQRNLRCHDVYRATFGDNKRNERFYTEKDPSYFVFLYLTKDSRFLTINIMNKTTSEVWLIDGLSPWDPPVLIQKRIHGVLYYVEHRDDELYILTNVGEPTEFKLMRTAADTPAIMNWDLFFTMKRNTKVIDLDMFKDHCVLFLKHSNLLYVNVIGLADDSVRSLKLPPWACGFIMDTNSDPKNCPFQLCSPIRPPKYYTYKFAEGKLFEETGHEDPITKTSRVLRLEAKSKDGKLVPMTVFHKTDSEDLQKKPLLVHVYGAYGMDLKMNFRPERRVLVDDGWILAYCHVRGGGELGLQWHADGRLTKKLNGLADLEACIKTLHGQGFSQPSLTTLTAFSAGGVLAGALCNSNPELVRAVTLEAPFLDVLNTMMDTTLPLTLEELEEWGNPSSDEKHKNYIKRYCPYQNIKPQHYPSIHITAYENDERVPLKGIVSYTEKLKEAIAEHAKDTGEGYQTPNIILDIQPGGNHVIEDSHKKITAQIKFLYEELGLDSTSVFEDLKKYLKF
PAFAH1B3 FP inh = PAFAH1B3 enzyme inhibitors, primary screen, biochemical, fluorescence polarization, human; Platelet-activating factor acetylhydrolase IB subunit alpha1 (Homo sapiens), Q15102; recombinant PAFAH1B3, FP-rhodamine probe; hit rate 0.28% among 340,000; inhibition, % at 3.39 µM; AID 492972, 2010;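 active = inhibition above the screen-wide average of all tested compounds plus 3 SD, cut at about 25% in these data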;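 also: 0% = enzyme with DMSO only and 100% = wells lacking PAFAH1B3 protein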
GSTO1 inh = inhibitors of recombinant GSTO1, primary screen, counter-screen for RBBP9 inhibitor project, biochemical, fluorescence polarization | Glutathione S-transferase omega-1 (Homo sapiens), P78417 | activity-based probe fluorescence polarization | inhibition, % at 5.96 µM | hit rate 1.1% among 300,000;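 active = inhibition above the campaign mean inhibition plus 3 SD, cut at about 35% in these data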;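 also: 0% = GSTO1-1 with DMSO and 100% = wells lacking GSTO1-1 enzyme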
PAD4 inh = human PAD4 inhibitors, primary screen, biochemical, fluorescence polarization, 1536-well format; recombinant PAD4, RCA probe fluorescence polarization; inhibition, % at 6.36 µM; hit rate 0.41% among 330,000; AID 485272, 2010;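 active = percent inhibition above a cutoff equal to the mean of all tested compounds plus 3 SD, cut at about 15% in these data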;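 also: 0% = PAD4 with RCA probe and DMSO and 100% = probe without PAD4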
pPAFAH inh = pPAFAH enzyme inhibitors, primary screen, biochemical, fluorescence polarization, human. inhibition, % at 3.39 µM. recombinant pPAFAH, FP-rhodamine probe fluorescence polarization. Platelet-activating factor acetylhydrolase (Homo sapiens), Q13093. AID 463082, 2010. hit rate 1.5% among 330,000;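 active = inhibition above the mean inhibition across the screen plus 3 SD, cut at about 25% in these data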;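 also: inhibitors block binding of the rhodamine activity-based probe so polarization drops; 0% = enzyme with DMSO and 100% = wells lacking pPAFAH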
LYPLA1 counter = LYPLA1 inhibitors, primary screen, counter-screen for PME1 inhibitor project, biochemical, fluorescence polarization, FP-Rh probe ABPP; Acyl-protein thioesterase 1 (Homo sapiens), O75608; inhibition, % at 5.9 µM; AID 2174, 2009; recombinant LYPLA1; hit rate 0.16% among 320,000;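 active = inhibition above the mean of all tested compounds plus 3 SD, set per campaign, cut at about 14% in these data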;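 also: inhibitors block serine hydrolase probe labeling of LYPLA1 so polarization falls; 0% = enzyme with DMSO and 100% = wells lacking LYPLA1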
Active calls of the source: *; . = no result given.

SMILES | PAD4 inh | PREPL inhibitor | PAFAH1B2 FP inh | pPAFAH inh | LYPLA1 counter | PAFAH1B3 FP inh | LYPLA2 inh | GSTO1 inh | PME-1 primary
COc1ccc(N2CC(C(=O)Nc3ccncc3)CC2=O)cc1 (stereo unspecified) | -2 | 1 | -3 | -2 | -4 | 14 | -2 | -4 | 2
CCC(C(=O)Nc1nc(C)c(C(=O)OC)s1)c1ccccc1 (stereo unspecified) | -2 | -39 | 2 | 3 | -4 | 2 | 3 | 7 | -5
COc1cccc(NC(=O)c2ocnc2C)c1 | 1 | -5 | -2 | 2 | 3 | -7 | 6 | 4 | -1
O=C(NCCCN1CCCC1=O)[C@H](CSCc1ccccc1)N1Cc2ccccc2C1=O | -1 | 22 | 6 | -7 | 4 | -5 | -1 | -1 | 2
O=C(NNc1nc(-c2ccc(F)cc2)cs1)c1ccccc1 | 0 | 2 | -4 | 8 | -6 | 5 | 0 | -6 | 0
Oc1c(C=NCc2ccc(F)cc2)[nH]c2ccc(Br)c(Cl)c12 | -17 | -27 | . | 4 | 0 | . | -1 | 48* | 8
COc1ccc(/C(C)=N/NC(=O)C(NC(=O)c2ccccc2)c2n[nH]c(=O)c3ccccc23)c(OC)c1 (stereo unspecified) | -4 | -3 | 0 | 3 | -2 | -3 | 9 | -24 | -3
Clc1ccc(/C=C/c2nc3ccccc3[nH]2)c(Cl)c1 | -2 | -17 | -2 | -11 | -17 | -2 | -24 | -11 | -48
Cc1ccc(CN(C)C(=O)c2cccc(S(=O)(=O)N3CCCC3)c2)cc1 | 1 | 8 | 4 | 2 | -4 | 6 | -6 | . | -3
COc1cc(N)c(Cl)cc1C(=O)OCC(=O)NCc1cccs1 | -8 | 5 | 3 | 3 | . | 0 | . | . | .
O=C(NN1C(=O)NC2(CCCCC2)C1=O)c1cc(F)cc(F)c1 | 1 | 6 | 7 | 2 | 0 | 6 | 3 | . | 6
COc1ccccc1NS(=O)(=O)c1cc(NC(=O)CNC(=O)c2ccc(C)s2)ccc1Cl | -10 | -1 | -4 | -7 | -6 | -2 | -17 | -6 | -1
CCOC(=O)C1CCN(CC(=O)Nc2c(C(=O)OC)[nH]c3ccc(Cl)cc23)CC1 | -2 | 35 | 3 | 7 | 1 | 3 | 6 | 0 | 10
Fc1ccc(CSc2ncnc3nc[nH]c23)cc1 | -5 | -7 | 8 | 3 | 1 | 4 | 2 | 2 | -7
CCc1nc(SCC(=O)Nc2nnc(CC(C)C)s2)n[nH]1 | -2 | 8 | -3 | 0 | 1 | -4 | 3 | 6 | 2
CCCCc1cc(=O)oc2cc(OCC(=O)Nc3ccccn3)ccc12 | 2 | 2 | -2 | -1 | 1 | 6 | 11 | 0 | 6
Cc1c(NC(=O)c2ccc(C(=O)Nc3c(C)n(C)n(-c4ccccc4)c3=O)cc2)c(=O)n(-c2ccccc2)n1C | -3 | -3 | -1 | 6 | 1 | 0 | 0 | -2 | 1
Cc1ccc(N/C=C2\CCCCC2=O)c(C)c1 | -3 | 5 | 4 | 9 | 0 | 2 | 8 | 3 | -3
O=C(CN(C(=O)CNC(=O)c1ccco1)c1cccc(F)c1)NC1CCCCC1 | 3 | 3 | 3 | 4 | 1 | 2 | -5 | 1 | 1
NNC(=O)Nc1cccc(C(F)(F)F)c1 | 2 | 3 | 4 | 4 | 0 | -2 | 3 | -2 | 2
CC(C)CCNC(=O)CCC(=O)NNc1nc2ccccc2c2nc(-c3ccccc3)nn12 | 2 | 14 | 0 | 1 | -7 | 4 | -3 | 3 | -6
O=C(CC1C(=O)NCCN1Cc1ccc(Cl)c(F)c1)NCC1CCOCC1 (stereo unspecified) | 1 | -6 | 6 | 2 | -2 | -9 | -5 | -2 | 1
Cc1cc(C(=O)NP(=O)(N2CCOCC2)N2CCOCC2)c(C)n1-c1ccc(Br)cc1 | -7 | 5 | 0 | 6 | -4 | -10 | -5 | 2 | -2
CC(=O)Oc1ccc(Nc2ccccc2)cc1 | 5 | 21 | 5 | 1 | -4 | 6 | 1 | 4 | -3
Cc1cc(Cl)ccc1N(CC(=O)N=Nc1c(O)[nH]c2ccccc12)S(C)(=O)=O | -3 | 2 | 6 | -1 | 0 | -4 | 0 | 13 | -2
Clc1ccc(Cc2nn3c(Cn4nnc5ccccc54)nnc3s2)cc1 | 1 | 11 | 4 | 7 | -2 | -3 | 0 | 2 | -1
COc1ccc(CNC(=O)C2CC(=O)N(C3CCCC3)C2)cc1 (stereo unspecified) | 4 | 0 | 8 | -2 | 1 | 2 | -6 | -4 | 7
O=C(NCCCN1CCCCC1)c1ccc2c(=O)n(CCc3ccccc3)c(=O)[nH]c2c1 | -4 | 13 | 1 | -1 | -5 | -2 | -2 | -5 | -1
CC1CN(C(=O)c2ccn(C)n2)CC(C)O1 (stereo unspecified) | -4 | 3 | 0 | -1 | 1 | 2 | -3 | 4 | -1
CC(OC(=O)Cc1c[nH]c2ccccc12)C(=O)NC1(C#N)CCCCC1 (stereo unspecified) | 1 | 5 | -1 | 0 | 0 | 0 | 1 | 0 | 0
CC(=O)c1cccc(NC(=O)COc2ccc3oc(=O)cc(C)c3c2)c1 | -1 | 2 | 1 | 1 | 1 | -2 | 8 | 4 | 4
CC(=O)C1C(c2ccc(F)cc2)NC(=O)NC1(O)C(F)(F)F (stereo unspecified) | 4 | 5 | -2 | 4 | -2 | 3 | -3 | 5 | 4
O=C(Cn1nc(-c2cccc([N+](=O)[O-])c2)c2ccccc2c1=O)NCC1CCCO1 (stereo unspecified) | -6 | 15 | 4 | -3 | -3 | -1 | -2 | 5 | -1
COc1ccc(Cn2nnnc2CN(Cc2cc3cccc(C)c3[nH]c2=O)C2CCCC2)cc1 | -1 | -6 | 5 | 0 | -1 | 11 | 0 | 1 | 2
O=c1[nH]c(SCc2c(Cl)cccc2Cl)nc2ccccc12 | 0 | 2 | 3 | 2 | -1 | 9 | 0 | -4 | -9
Cc1nc2cc(N)ccc2n1C1CCCCC1 | -6 | 49* | 7 | 12 | 0 | 7 | -5 | 6 | 0
O=C(NCC(c1ccco1)N1CCc2ccccc2C1)C(=O)Nc1cc(F)ccc1F (stereo unspecified) | -2 | -23 | -3 | 0 | -4 | 5 | -7 | 11 | -5
Cc1cccc(C(=O)N(Cc2cccs2)C2CCS(=O)(=O)C2)c1 (stereo unspecified) | -2 | 3 | 3 | 2 | -2 | 3 | 4 | -1 | 6
Cc1ccc(SCC(=O)N2CCN(c3ccccn3)CC2)cc1 | -2 | -43 | 8 | 4 | 2 | 11 | 3 | -4 | 1
Clc1ccc2c(NCc3ccccn3)ncnc2c1 | -4 | 3 | -2 | 7 | 1 | 9 | 9 | -4 | -3
CCCCC(OC(=O)CN1C(=O)COc2ccccc21)C(=O)NC1CCCCC1 (stereo unspecified) | -2 | 6 | 4 | 4 | 2 | -1 | -1 | 1 | -5
O=C(Nc1cccc(NC(=O)c2ccco2)c1)c1cnccn1 | -2 | 12 | 5 | -8 | 3 | 0 | 3 | 3 | 2
Cc1ccccc1S(=O)(=O)NC1OC(=O)C(Oc2ccccc2)=C1Br (stereo unspecified) | 4 | -10 | 1 | 2 | 0 | 9 | 6 | 24 | -5
Cc1cc(OCCCC(=O)NCCc2nnc3ccccn23)ccc1Cl | -3 | 20 | -3 | 1 | . | 0 | . | . | .
Cc1cccc2[nH]c3c(N4CCN(C(=O)c5ccco5)CC4)ncnc3c12 | -9 | 27 | 1 | 14 | -1 | -3 | -2 | -3 | 0
COCCCNC(=O)c1ccc2c3c(onc13)-c1ccccc1C2=O | -16 | 1 | 3 | 9 | -4 | 5 | -8 | 44* | -10
CC(C)CCn1nnnc1CN1CCN(C(c2ccccc2)c2ccccc2)CC1 | 3 | 5 | 7 | 5 | -4 | 1 | 2 | 8 | 6
COc1cccc(CN2CCC(C(=O)N3CCN(Cc4ccc5c(c4)OCO5)CC3)CC2)c1OC | -1 | 14 | -1 | 6 | 1 | 2 | 1 | -3 | 2
Cc1csc(NC(=O)c2cccc(C)c2C)n1 | 3 | 8 | -1 | 2 | -2 | -1 | 8 | 8 | 1
CC(C)n1c(O)c(N=NC(=O)CNC(=O)Cc2ccc(Cl)cc2)c2ccccc21 | 3 | -14 | 7 | 7 | 2 | 4 | 5 | 4 | -1
OCCCC1CCCCN1Cc1nc(Cc2ccccc2Cl)no1 (stereo unspecified) | 2 | 16 | 2 | -2 | 2 | 6 | 3 | 3 | 3
COCc1ccc(C(=O)Nc2ccccc2C(=O)NCc2cccnc2)cc1 | 3 | 0 | -5 | 3 | 3 | 0 | 0 | -4 | -2
Cc1ccccc1NC(C)C(=O)N/N=C/c1ccccc1OCc1cccc(Br)c1 (stereo unspecified) | 1 | 16 | -2 | 2 | -10 | 4 | -7 | -6 | -7
O=C(Cc1c(F)cccc1Cl)Nc1nccs1 | -5 | -3 | 2 | 2 | -2 | 4 | -5 | -1 | -5
CCn1cnc2cc(NC(=O)c3cccs3)ccc21 | 0 | 3 | -2 | 2 | -2 | 0 | 2 | 4 | 4
O=C(Cc1ccccc1)c1c[nH]c(C(=O)NCCCn2ccnc2)c1 | 0 | 1 | . | 1 | -3 | . | -5 | -9 | -2
CCN(CC)C(=O)CSc1nc(COc2ccccc2)nc2ccccc12 | -1 | 5 | -1 | 0 | 4 | 5 | 2 | -12 | 11
Cc1ccc(NC(=S)NCc2ccccc2)cc1S(=O)(=O)N1CCCCC1 | -2 | 4 | 6 | -1 | -12 | 13 | -11 | -10 | -5
CC(C)COP(=O)(OCC(C)C)C(Nc1ccccc1)c1ccccc1 (stereo unspecified) | -3 | 6 | 6 | 9 | 2 | 4 | 7 | -1 | -5
CCC(C)NS(=O)(=O)c1ccc(OCC(=O)N2CCC(C)CC2)cc1 (stereo unspecified) | -6 | -10 | 3 | 14 | 3 | 5 | 4 | 4 | -1
O=C(NNS(=O)(=O)c1ccccc1Cl)c1nn(-c2ccc(F)cc2)ccc1=O | -1 | 4 | 0 | 10 | 2 | 7 | 6 | 1 | -5
COc1ccc(Cl)cc1N1CC(c2nc3ccccc3[nH]2)CC1=O (stereo unspecified) | 0 | -4 | 5 | -3 | 6 | -2 | -1 | -1 | 6
Cc1ccc(C)c(NC(=O)C2CCCN2/C=C/C(=O)C(F)(F)F)c1 (stereo unspecified) | -3 | -8 | 2 | -2 | -6 | 3 | 3 | 0 | -5

Only part of the results is shown; the hit share may differ from the screen's.
